# AddAB inh = growth inhibition of E. coli expressing H. pylori AddAB, primary screen, AddAB inhibitor project, absorbance | inhibition, % at 11.9 µM | hit rate 0.29% among 330,000; in the data active means inhibition above about 12%;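 further: 0% = vehicle wells of infected cells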
# PfHsp90 yeast 2 = growth inhibition of PfHsp90-expressing yeast, primary screen, antimalarial PfHsp90 inhibitor project, S. cerevisiae, BacTiter-Glo luminescence, single point, set 2; hit rate 0.32% among 310,000; inhibition, % at 9.4 µM; BacTiter-Glo ATP, 48 h; yeast lacking PDR1 and PDR3 efflux regulators;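 active means every replicate shows inhibition above about 80%, whatever the replicate mean, limit read from the data; inconclusive means mean inhibition reaches the set limit but some replicate falls short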;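 further: 0% = DMSO neutral controls and 100% = 20 µM radicicol positive controls; yeast relying on Plasmodium falciparum Hsp90 in place of its own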
# DAGLB inh = DAGLB lipase inhibitors, primary screen, biochemical, fluorescence, HTS. Diacylglycerol lipase-beta (Homo sapiens), Q8NCG7. HEK293T DAGLB membrane lysate, EnzChek fluorogenic substrate. inhibition, % at 5.17 µM. hit rate 0.059% among 340,000. AID 504411, 2011; in the data active means inhibition above about 34%;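 further: 0% = enzyme with vehicle and 100% = wells lacking enzyme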
# Target sequence (Q8NCG7 whole entry, looked up): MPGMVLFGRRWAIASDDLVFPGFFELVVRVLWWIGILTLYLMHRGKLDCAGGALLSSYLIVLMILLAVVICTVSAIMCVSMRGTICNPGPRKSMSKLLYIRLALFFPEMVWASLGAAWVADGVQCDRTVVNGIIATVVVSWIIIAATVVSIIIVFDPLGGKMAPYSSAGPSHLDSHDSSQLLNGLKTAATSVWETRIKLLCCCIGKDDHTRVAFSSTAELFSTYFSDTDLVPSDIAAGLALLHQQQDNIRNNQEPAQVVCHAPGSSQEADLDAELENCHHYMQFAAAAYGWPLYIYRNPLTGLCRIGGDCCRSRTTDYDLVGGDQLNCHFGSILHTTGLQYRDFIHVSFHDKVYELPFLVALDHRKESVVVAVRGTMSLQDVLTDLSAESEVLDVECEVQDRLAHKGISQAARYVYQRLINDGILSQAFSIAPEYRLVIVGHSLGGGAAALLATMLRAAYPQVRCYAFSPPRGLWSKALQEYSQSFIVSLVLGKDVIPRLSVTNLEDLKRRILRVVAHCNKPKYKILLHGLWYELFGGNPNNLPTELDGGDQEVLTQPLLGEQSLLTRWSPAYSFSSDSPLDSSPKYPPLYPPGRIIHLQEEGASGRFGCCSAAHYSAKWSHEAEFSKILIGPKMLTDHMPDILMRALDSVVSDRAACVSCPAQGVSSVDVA
# phage Ecoli inh = growth loss of phage-infected E. coli, primary screen, RecBCD inhibitor project, absorbance, with phage, HTS; inhibition, % at 11.9 µM; hit rate 0.26% among 360,000; in the data active means inhibition above about 11%
# Tat export inh = E. coli Tat export inhibitors, primary screen, MC4100, TorA-mCherry reporter, fluorescence, single point. hit rate 0.036% among 340,000. inhibition, % at 10 µM;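 active means mean replicate inhibition at least 50% and at least half of replicates individually reaching 50%; inconclusive means only one of the two criteria met; inactive means neither criterion met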;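 further: exported cargo escapes ClpAP degradation while cytoplasmic cargo is degraded and loses fluorescence; 0% = median of neutral control wells and 100% = median of NaSCN control wells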
# CAL PDZ inh = CAL PDZ peptide-binding inhibitors, primary screen, biochemical, fluorescence polarization, Cer-tagged CAL PDZ, HTS. Golgi-associated PDZ and coiled-coil motif-containing protein (Homo sapiens), Q9HD26. purified CAL PDZ, TMR-peptide fluorescence polarization, 1 h. inhibition, % at 20 µM. hit rate 0.02% among 330,000. AID 504414, 2011;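 active means highest replicate inhibition of at least 40%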;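 further: plate controls were DMSO neutral control wells for no effect and unlabeled competitor peptide control wells for full effect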
#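 Assay system – tagged CAL PDZ protein CerCALP, purified · Timing – 1 h at RT · Compound – single point, 20 µM · Measured by – fluorescence polarization from S- and P-plane intensities, G-factor corrected · Evaluation – inhibition from polarization loss · Probe or stimulus – TMR reporter peptide T*-PRC34 · Buffer or medium – pH 7.4 phosphate-saline buffer, reducing agent, detergent, IgG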
# Wnt act = Wnt/beta-catenin pathway activators, primary screen, cell-based, plate reader, single point | activation, % at 9.35 µM | hit rate 1.2% among 300,000 | Wnt/beta-catenin reporter cell assay, activator; in the data active means activation above about 30%, passing the limit was not always enough; inconclusive means no clear call, values can overlap the other calls;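 further: 0% = neutral control wells and 100% = positive control wells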
# Rtt109 Vps75 = inhibitors of C. albicans Rtt109/Vps75 HAT, primary screen, biochemical, ThioGlo CoA-SH fluorescence, plate reader | purified Rtt109/Vps75, 4 h | inhibition, % at 34.9 µM | hit rate 0.16% among 330,000 | Histone acetyltransferase RTT109 (Candida albicans (strain SC5314 / ATCC MYA-2876)), … | AID 540336, 2011;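 active means inhibition of at least 50% in every replicate; inconclusive means best replicate reaches 50% inhibition but some replicates fall short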
# Target sequence (Q5AAJ8 whole entry, looked up): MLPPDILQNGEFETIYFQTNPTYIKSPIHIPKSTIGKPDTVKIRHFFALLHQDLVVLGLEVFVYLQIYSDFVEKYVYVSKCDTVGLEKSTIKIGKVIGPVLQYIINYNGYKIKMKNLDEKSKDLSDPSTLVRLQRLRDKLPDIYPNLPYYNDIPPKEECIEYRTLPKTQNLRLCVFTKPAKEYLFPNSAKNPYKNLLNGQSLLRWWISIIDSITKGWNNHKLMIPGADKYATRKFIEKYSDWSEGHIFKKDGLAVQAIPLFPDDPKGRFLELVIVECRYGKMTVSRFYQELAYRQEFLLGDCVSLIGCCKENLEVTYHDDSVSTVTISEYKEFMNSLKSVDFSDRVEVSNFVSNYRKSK
# Ecoli viability = E. coli V3065 growth inhibition, primary screen, counter-screen for AddAB inhibitor project, absorbance, OD600. 18 h. inhibition, % at 11.9 µM. hit rate 0.27% among 330,000;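 active means inhibition above the campaign's mean inhibition across all tested compounds plus 3 SD, cut at about 9.9% in these data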;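 further: uninfected addAB+ strain grown without phage in ampicillin broth; 0% = DMSO wells and 100% = ciprofloxacin 0.95 µg/ml wells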
# PvdQ acylase = P. aeruginosa PvdQ acylase inhibitors, primary screen, biochemical, fluorescence, plate reader and imaging, single point; PvdQ acylase [Pseudomonas aeruginosa LESB58]; purified PvdQ acylase; inhibition, % at 10 µM; hit rate 0.063% among 340,000; AID 488965, 2010; in the data active means inhibition above about 30%, passing the limit was not always enough; inconclusive means no clear call, values can overlap the other calls;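 further: 0% = vehicle neutral wells and 100% = reference inhibitor wells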
# Active calls of the source: *; u = inconclusive; x = no result given.
No.	Molecule	AddAB inh	PfHsp90 yeast 2	DAGLB inh	phage Ecoli inh	Tat export inh
1	CCCN1CCN(c2nc3c([nH]2)c(=N)ncn3CC(O)CO)CC1 (configuration not stated)	-1.2	14	-1	2.9	-12
2	CN(C)CC(=O)c1ccc(-c2ccccc2)cc1	0.9	-11	1	2.4	-9
3	CCSc1nnc(NC(=O)CSC2=NCCS2)s1	0.6	-15	0	-1.3	0
4	Cc1cc(C)nc(NS(=O)(=O)c2ccc(-n3cccc3)cc2)n1	-1.7	x	-1	4.1	3
5	COCCOC(=O)c1[nH]c2c(c1C)C(=O)CC(c1cccs1)C2 (configuration not stated)	x	-1	0	1.7	6
6	CN(C)c1ccc(/C=C(/NC(=O)c2ccccc2)C(=O)NCCCn2ccnc2)cc1	1.9	-7	-3	x	-4
7	COC(=O)C1Cc2ccccc2CN1C(=O)CCl (configuration not stated)	0.8	-31	0	0.9	1
8	NS(=O)(=O)c1cccc(NC(=O)CSc2ccccn2)c1	-0.9	19	-1	2.5	6
9	COc1cc2c(cc1OC)/C(=C/C(=O)c1ccc(NC(C)=O)cc1)NCC2	-2.0	-12	1	3.0	1
10	CC1CCCN(C(=O)COc2ccc3c(c2)OCO3)C1 (configuration not stated)	2.0	0	-1	2.6	4
11	Cn1nnnc1SCC(=O)Nc1nc2c(F)c(F)c(F)cc2s1	-2.9	-7	5	1.3	0
12	Cc1cc(Cl)c(S(=O)(=O)NCCC(=O)O)cc1OCC(N)=O	0.0	9	0	0.0	-7
13	O=C(CSc1ccc(-c2ccccn2)nn1)Nc1ccccc1	12*	119*	0	13*	-5
14	CS(=O)(=O)c1ccc(C(=O)Nc2ccccc2N2CCOCC2)c(Cl)c1	0.9	-24	-1	3.2	6
15	CCN(C(=O)CN1C(=O)c2ccc([N+](=O)[O-])cc2C1=O)C1CCS(=O)(=O)C1 (configuration not stated)	2.2	x	0	4.7	0

No.	CAL PDZ inh	Wnt act	Rtt109 Vps75	Ecoli viability	PvdQ acylase
1	-0.8	15	6	1.6	5
2	0.3	-4	6	2.7	-11
3	5.8	0	-1	-0.4	-15
4	-2.3	5	-5	-1.8	-4
5	-3.3	-8	-3	x	0
6	-1.6	x	-1	-0.4	28
7	-2.1	-1	1	0.9	0
8	-1.3	x	-2	-1.0	-10
9	-0.8	-1	-4	-1.2	-12
10	0.8	7	-1	1.5	-12
11	0.7	-3	-14	-0.3	-18
12	0.3	x	6	0.6	4
13	-0.6	0	-1	8.9	3
14	x	1	-3	2.0	-11
15	-1.6	-3	12	2.5	-6

# Later entries:
No.	Molecule	AddAB inh	PfHsp90 yeast 2	DAGLB inh	phage Ecoli inh	Tat export inh
16	CCN(CC)S(=O)(=O)c1cc([N+](=O)[O-])ccc1NNC(=O)Nc1ccc(Cl)c(Cl)c1	3.6	45	-6	5.6	3
17	C=C(C)CSc1nc2c(cc1C#N)CCC2	2.9	-36	-6	1.7	-5
18	CCCCSc1nc(O)c(C2OC(=O)c3c2ccc(OC)c3OC)c(=O)n1-c1ccccc1 (configuration not stated)	-1.1	6	3	2.4	8
19	COC(C[C@H](O)C[C@@H](O)[C@@H](C)OCc1ccccc1)OC	x	-7	2	1.9	-8
20	Cc1nnsc1-c1onc(C)c1C(=O)Nc1cc(Cl)cc(Cl)c1	1.1	9	-2	3.5	-12
21	Cc1nc2c(-c3ccc(F)cc3)c(C)nn2c(C)c1CCC(=O)N1CCOCC1	0.3	5	-1	3.9	1
22	N#Cc1c(C#N)c(SSc2c(C#N)c(C#N)c(N)n2-c2ccccc2)n(-c2ccccc2)c1N	x	10	1	2.1	4
23	CCCCn1c(N)c(N(CC(C)C)C(=O)c2ccc(-c3ccc(Cl)cc3)o2)c(=O)[nH]c1=O	0.4	-3	1	-2.6	-11
24	Cc1cc2c(=O)n(C)c(SCC(=O)Nc3ccccc3)nc2s1	6.0	-5	0	1.2	7
25	CCc1cc(=O)oc2cc(C)cc(OCC(=O)NCc3ccncc3)c12	3.7	3	-1	3.0	3
26	Cc1ccc(S(=O)(=O)Oc2ccccc2)cc1	x	-2	-3	3.9	4
27	COc1ccc(-c2cc(C(=O)NCC3CCCO3)on2)cc1OC (configuration not stated)	3.7	-13	3	-0.2	-7
28	O=C(NCCO)c1c(-c2ccc3c(c2)OCO3)noc1-c1ccsc1	x	16	3	-0.9	-1
29	CC(C(=O)Nc1ccc([N+](=O)[O-])cc1)N1CCN(C/C=C/c2ccccc2)CC1 (configuration not stated)	1.8	-3	-2	0.6	-5
30	CC12CCC(=O)N1C(C(=O)NCCc1ccc(F)cc1)CS2 (configuration not stated)	-0.1	-5	-2	0.3	1

No.	CAL PDZ inh	Wnt act	Rtt109 Vps75	Ecoli viability	PvdQ acylase
16	-3.2	-17	9	-0.2	-16
17	0.9	25	0	-2.7	-6
18	-0.2	x	11	-2.7	-1
19	0.0	-2	-1	x	-7
20	-1.0	-3	-7	-0.4	-13
21	0.0	0	5	-1.7	-1
22	-1.5	-5	-3	x	0
23	-0.7	0	-1	0.5	-10
24	-2.0	1	5	-1.1	-6
25	-0.7	2	5	-0.5	-4
26	-0.3	9	1	x	-10
27	0.0	0	4	-0.3	-10
28	0.3	-1	-1	x	-10
29	-2.0	-3	7	0.7	14
30	0.2	0	-4	0.9	-15

# Grouped by structure, the compounds so far containing an NH in an aromatic ring.
No.	Molecule	AddAB inh	PfHsp90 yeast 2	DAGLB inh	phage Ecoli inh	Tat export inh
1	CCCN1CCN(c2nc3c([nH]2)c(=N)ncn3CC(O)CO)CC1 (configuration not stated)	-1.2	14	-1	2.9	-12
5	COCCOC(=O)c1[nH]c2c(c1C)C(=O)CC(c1cccs1)C2 (configuration not stated)	x	-1	0	1.7	6
23	CCCCn1c(N)c(N(CC(C)C)C(=O)c2ccc(-c3ccc(Cl)cc3)o2)c(=O)[nH]c1=O	0.4	-3	1	-2.6	-11

No.	CAL PDZ inh	Wnt act	Rtt109 Vps75	Ecoli viability	PvdQ acylase
1	-0.8	15	6	1.6	5
5	-3.3	-8	-3	x	0
23	-0.7	0	-1	0.5	-10

# Additional results follow.
No.	Molecule	AddAB inh	PfHsp90 yeast 2	DAGLB inh	phage Ecoli inh	Tat export inh
31	CC1CC(NC2=NCCS2)CC(C)(C)C1 (configuration not stated)	-0.8	5	-1	1.5	-7
32	CC(C)c1ccc([N+](=O)[O-])cc1S(=O)(=O)N1CCN(C)CC1	-0.3	32	-1	1.1	4
33	CC(NC(=O)Nc1ccc(F)cc1)C(c1cccs1)N1CCCC1 (configuration not stated)	1.5	-19	-3	3.5	-2
34	Cn1c(=O)[nH]c(=O)c2c1nc(N1CCN(CCO)CC1)n2Cc1ccccc1	3.9	-3	3	-1.9	11
35	O=C(NCc1ccccc1)c1ccccc1	x	8	-3	2.6	6
36	CC[C@@]1(C(=O)OC)N[C@H](CN(C)C(=O)C2CCCCC2)[C@@H]2C(=O)N(Cc3ccccc3)C(=O)[C@@H]21	2.5	-2	-1	3.7	2
37	COc1ccc(CN2CC(C(=O)NCCCN3CCN(C)CC3)CC2=O)cc1 (configuration not stated)	5.5	-9	2	3.0	-10
38	COc1ccc(C(=O)N[C@H](C(=O)OCc2cc(=O)oc3cc(C)ccc23)C(C)C)cc1	-1.3	13	0	2.0	6
39	CC1=C(C)C(C)=C(C#N)C(=C(C#N)C#N)N1	-1.1	9	x	3.9	-3
40	CSc1ccc(S(=O)(=O)NCC(=O)OCC(=O)N(C)Cc2ccccc2)cc1[N+](=O)[O-]	1.7	x	3	-0.4	0
41	O=C(NCc1ccccc1)C(=O)Nc1nccs1	0.2	-9	1	1.8	-1
42	c1cc2c3c(cccc3c1)NC1(CCCCCC1)N2	1.5	2	9	2.5	0
43	Nc1nc2ccccc2n1C(=O)c1ccco1	x	2	4	0.1	-5
44	NC(=O)c1ccc(NC(=O)COc2ccc([N+](=O)[O-])cc2Cl)cc1	-0.5	-10	1	3.0	-5
45	CCOC(=O)N1CCN(S(=O)(=O)c2ccc(OCC)c3ccccc23)CC1	-0.8	-11	-3	3.4	5

No.	CAL PDZ inh	Wnt act	Rtt109 Vps75	Ecoli viability	PvdQ acylase
31	-1.5	-3	7	0.7	6
32	-1.2	2	-8	-0.3	-6
33	-2.6	-3	-1	2.2	-4
34	x	4	0	3.1	-6
35	-0.1	-1	2	x	3
36	0.5	-2	-9	-2.1	8
37	-0.4	5	4	-0.3	2
38	-1.5	7	-9	-0.5	-10
39	-1.9	1	-32	0.1	0
40	-2.1	-1	-2	0.9	-6
41	0.3	1	13	-0.7	5
42	0.6	-10	-2	-2.8	6
43	-0.3	37*	13	x	-11
44	-2.6	-1	-1	-1.0	-9
45	-3.3	x	18	-0.8	-12

# Carrying on.
No.	Molecule	AddAB inh	PfHsp90 yeast 2	DAGLB inh	phage Ecoli inh	Tat export inh
46	COc1cccc(/C=C/C(=O)OCC(=O)NC2CC2)c1	1.4	20	1	-0.5	1
47	COC(=O)CNc1nc(-c2ccccc2F)nc2ccccc12	6.1	12	1	3.6	2
48	N#CC1=C2SCN(c3ccccc3)CN2C(=O)CC1c1c(Cl)cccc1Cl (configuration not stated)	0.0	0	1	0.5	2
49	COc1ccccc1N/N=C(\C#N)C(=N)N1CCOCC1	1.0	-19	-1	2.6	-6
50	O=[N+]([O-])c1ccc(Sc2nc3ccccc3o2)c([N+](=O)[O-])c1	-0.9	x	-31	-1.3	-10
51	Cc1ccc(NC(=O)c2cc(=O)c3ccccc3o2)cc1S(=O)(=O)N1CCCCC1	2.0	-3	-1	2.1	4
52	CC(=O)N1CCN(C(=O)c2cccc(S(=O)(=O)N3CCOCC3)c2)CC1	x	x	1	2.0	5
53	COc1ccccc1N1CCN(S(C)(=O)=O)CC1	1.5	-6	-2	-0.3	4
54	Cc1ccc(NC(=O)CN(C)C(=O)CSc2nnnn2C)cc1	-0.7	-1	0	7.2	-2
55	CC(=O)c1ccc(S(=O)(=O)N2CCN(C(=O)c3ccccc3Cc3ccccc3)CC2)cc1	1.6	-16	2	-0.7	7
56	CCc1ccn2cc(-c3ccc4c(c3)OCO4)nc2c1	1.5	27	x	2.8	4

No.	CAL PDZ inh	Wnt act	Rtt109 Vps75	Ecoli viability	PvdQ acylase
46	-1.5	-2	0	-1.6	-5
47	-0.6	x	4	0.3	-7
48	-1.8	-1	u	0.4	-11
49	-1.1	2	18	1.6	-8
50	x	4	-7	-3.2	-9
51	-3.5	-2	5	-0.8	10
52	-1.7	8	-2	x	-23
53	-0.7	-1	-6	-1.5	9
54	-1.7	-1	0	2.0	5
55	-2.0	1	2	3.3	-1
56	-0.1	-5	-5	0.6	-3

# High-throughput results: PubChem, several laboratories
